Screens from PubChem BioAssay.
Pax4 mRNA alpha TC1 – activators of Pax4 gene expression, primary screen, RT-PCR, mouse alpha TC1 cells, single point (AID 1053180) | activation, % at 10 µM | actives 0.2% (n = 9,600) | mouse alpha TC1 cells, Pax4 mRNA qPCR, 6 days; stronger effect = higher value; 100% = Pax4 plasmid added at qPCR;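 active = highest normalized replicate activity of 15 or more, or at least half the replicates reach 15 or more; inactive = neither condition met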;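 note: pax4 Ct normalized to GAPDH with activation seen as lower delta delta Ct; plate controls were plate neutral control wells for no effect and Pax4 plasmid positive control for full effect; each compound tested in two replicate wells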
DLD1 CTGF mRNA – YAP1 pathway inhibitors via CTGF transcript, primary screen, DLD1 colon cancer cells, RT-qPCR, single point (AID 743449) | inhibition, % at 12.5 µM | actives 0.9% (n = 9,900) | DLD1 CTGF mRNA qPCR, 24 h; stronger effect = higher value;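 active = mean normalized replicate activity at least 50 and at least half of replicates each reaching 50; inconclusive = only one of the two criteria met; inactive = neither criterion met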;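 note: 0% = neutral control wells and 100% = dasatinib control wells; higher means stronger suppression of CTGF expression like dasatinib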
* = called active by the depositor; ? = inconclusive; / = not tested or not shown; & = joins results of further samples.

The first two entries, to show the layout:
SMILES	Pax4 mRNA alpha TC1	DLD1 CTGF mRNA
O=C(C[C@H]1CC[C@@H]2[C@H](COC[C@H](O)CN2S(=O)(=O)c2ccccc2)O1)NCC1CCCCC1	0.1	-7
O=C(Nc1ccc(C(F)(F)F)cc1)Nc1ccc2c(c1)[C@H]1C[C@@H](CC(=O)N3CCc4ccccc4C3)O[C@@H](CO)[C@H]1O2	0.1	20

Results, from the start:
SMILES	Pax4 mRNA alpha TC1	DLD1 CTGF mRNA
O=C(C[C@H]1CC[C@@H]2[C@H](COC[C@H](O)CN2S(=O)(=O)c2ccccc2)O1)NCC1CCCCC1	0.1	-7
O=C(Nc1ccc(C(F)(F)F)cc1)Nc1ccc2c(c1)[C@H]1C[C@@H](CC(=O)N3CCc4ccccc4C3)O[C@@H](CO)[C@H]1O2	0.1	20
O=C(Nc1cc(F)ccc1F)N1CCCCN2[C@H](CO)[C@H](c3ccc(C4=CCCCC4)cc3)[C@@H]2C1	0.0	28
CCS(=O)(=O)N1CC2(CN(C(=O)c3ccc(F)cc3)[C@@H](CO)c3c2c2ccc(OC)cc2n3C)C1	0.1	2
COc1cccc(C(=O)Nc2ccc3c(c2)C(=O)N(C)[C@@H]2CC[C@@H](CC(=O)N[C@H](C)c4ccccc4)O[C@@H]2CO3)c1	0.0	15
C[C@H]1CN([C@@H](C)CO)C(=O)c2ccccc2-c2ccccc2CO[C@@H]1CN(C)S(=O)(=O)c1cn(C)cn1	0.0	-13
COc1cccc(S(=O)(=O)N(C)C[C@H]2OCc3ccccc3-c3c(n(C)c4ccccc34)C(=O)N([C@H](C)CO)C[C@@H]2C)c1	0.0	14
OC[C@@H]1[C@@H](c2ccccc2)C2(CN(Cc3cccnc3)C2)N1Cc1ccncc1	/	-27
C[C@H](NC(=O)C[C@@H]1CC[C@@H]2[C@H](COC[C@H](O)CN2C(=O)Nc2cccc(Cl)c2)O1)c1ccccc1	0.0	15
C[C@H](CO)N1C[C@H](C)[C@H](CN(C)C(=O)Cc2cccnc2)Oc2cc(C#Cc3ccccc3F)ccc2S1(=O)=O	0.1	1

In another format: results already given
Screens in order – Pax4 mRNA alpha TC1, DLD1 CTGF mRNA
> C[C@H]1CN([C@@H](C)CO)C(=O)c2ccccc2-c2ccccc2CO[C@@H]1CN(C)S(=O)(=O)c1cn(C)cn1
→ 0.0, -13
> COc1cccc(S(=O)(=O)N(C)C[C@H]2OCc3ccccc3-c3c(n(C)c4ccccc34)C(=O)N([C@H](C)CO)C[C@@H]2C)c1
→ 0.0, 14

Carrying on.
SMILES	Pax4 mRNA alpha TC1	DLD1 CTGF mRNA
CCNC(=O)[C@H]1[C@H](CO)[C@H]2Cn3c(ccc(-c4ccncc4)c3=O)[C@H]2N1Cc1cc(F)ccc1F	0.0	-11
O=C(NC[C@H]1[C@H](c2ccccc2)[C@H](CO)N1Cc1ccccn1)C1CCCC1	0.0	-13
CO[C@@H](CN(C)C(=O)C1CCOCC1)[C@H](C)CN([C@@H](C)CO)S(=O)(=O)c1ccccc1	0.0	-18
COc1cccc(NC(=O)Nc2ccc3c(c2)C(=O)N(C)C[C@@H](OC)[C@@H](C)CN[C@@H](C)CO3)c1	0.0	-13
CCC(=O)Nc1ccc2c(c1)C(=O)N(C)C[C@H](OC)[C@H](C)CN(Cc1nccs1)[C@@H](C)CO2	0.0	-3
C/C=C/c1cnc2c(c1)C(=O)N([C@H](C)CO)C[C@H](C)[C@@H](CN(C)CC1CCOCC1)O2	0.0	23
CC(C)NC(=O)N(C)C[C@H]1Oc2c(NS(=O)(=O)c3cccs3)cccc2C(=O)N([C@@H](C)CO)C[C@H]1C	0.0	8
N#Cc1cccc(-c2ccc([C@H]3[C@H]4CN(Cc5ccccc5F)CCCCN4[C@H]3CO)cc2)c1	0.0	-7
COc1ccc(C(=O)Nc2ccc3c(c2)C(=O)N(C)[C@@H]2CC[C@@H](CC(=O)NCC4CC4)O[C@@H]2CO3)cc1	0.0	-1
Cc1noc(C)c1S(=O)(=O)N(C)C[C@@H]1OCCCC[C@H](C)Oc2ccc(NC(=O)CCC(F)(F)F)cc2C(=O)N([C@H](C)CO)C[C@@H]1C	0.0	12
CCCC(=O)Nc1ccc2c(c1)OC[C@H](C)NC[C@H](C)[C@@H](OC)CN(C)C2=O	0.0	-11
CCS(=O)(=O)N1CCC2(CC1)CN(C(=O)Nc1c(C)noc1C)[C@@H](CO)c1c2c2ccc(OC)cc2n1C	0.0	13
CN1CCCCN2[C@H](C1)[C@H](c1ccc(-c3ccc(F)cc3)cc1)[C@@H]2CO	0.0	-7
CN1C(=O)c2cc(NC(=O)Nc3ccccc3Cl)ccc2OC[C@H]2O[C@H](CC(=O)O)CC[C@H]21	0.0	-17
CN1C(=O)c2cc(NC(=O)Cc3cccs3)ccc2OC[C@H]2O[C@@H](CC(=O)NCCc3ccncc3)CC[C@H]21	0.0	-79
Cc1noc(C)c1NC(=O)Nc1ccc2c(c1)C(=O)N([C@H](C)CO)C[C@H](C)[C@H](CN(C)S(=O)(=O)c1ccc(F)cc1)O2	0.0	-78
C[C@@H]1CN([C@@H](C)CO)C(=O)c2cc(NS(=O)(=O)c3cccs3)ccc2O[C@@H](C)CCCCO[C@H]1CN(C)C(=O)c1ccncc1	0.0	-11
C[C@H](CO)N1C[C@H](C)[C@@H](CN(C)C(=O)Nc2ccccc2)Oc2ccc(NS(=O)(=O)c3ccc(F)cc3)cc2C1=O	0.0	-11
CN1C(=O)c2cc(NC(=O)c3cnccn3)ccc2OC[C@@H]2O[C@H](CC(=O)N[C@@H]3CCN(Cc4ccccc4)C3)CC[C@@H]21	0.0	0
C/C=C/c1ccc([C@@H]2[C@@H](CO)N(C(C)=O)[C@H]2CN(CC)C(=O)CN(C)C)cc1	0.0	10

Record cards, from the list above.
C/C=C/c1ccc([C@@H]2[C@@H](CO)N(C(C)=O)[C@H]2CN(CC)C(=O)CN(C)C)cc1 is listed as Pax4 mRNA alpha TC1: 0.0; DLD1 CTGF mRNA: 10
CN1C(=O)c2cc(NC(=O)Nc3ccccc3Cl)ccc2OC[C@H]2O[C@H](CC(=O)O)CC[C@H]21 is listed as Pax4 mRNA alpha TC1: 0.0; DLD1 CTGF mRNA: -17

Carrying on.
SMILES	Pax4 mRNA alpha TC1	DLD1 CTGF mRNA
CC(=O)NC[C@@H]1[C@@H](c2ccc(-c3cccnc3)cc2)[C@@H](CO)N1C(=O)CC1CC1	0.0	-17
CCC(=O)N1[C@H](CO)[C@H](c2ccccc2)C12CN(C(=O)c1ccc3c(c1)OCO3)C2	/	-20
CCS(=O)(=O)Nc1ccc2c(c1)C(=O)N(C)[C@@H]1CC[C@H](CC(=O)NCCCN3CCOCC3)O[C@@H]1CO2	0.0	1
CO[C@@H]1CC[C@@H]2CCOc3c(C#N)cccc3C(=O)N(C)CC3(CCCCC3)CC(=O)N(C)C[C@H]1O2	0.0	-23
CCCNC(=O)c1cc2c(c(-c3cccc(-c4ccc(F)cc4)c3)n1)[C@H](CCO)N([S@@](=O)C(C)(C)C)C2	0.0	14
Cc1noc(C)c1S(=O)(=O)N(C)C[C@@H]1OCCCC[C@@H](C)Oc2ccc(NC(=O)CCC(F)(F)F)cc2C(=O)N([C@H](C)CO)C[C@H]1C	0.0	13
CCCN1C[C@H](C)[C@H](OC)CN(C)C(=O)c2cc(NC(=O)Nc3cccc(F)c3)ccc2OC[C@H]1C	0.0	-2
CCCN1C[C@H](C)[C@H](OC)CN(C)C(=O)c2ccc(NS(=O)(=O)c3cn(C)cn3)cc2OC[C@@H]1C	0.0	-22
N#C[C@H]1[C@H](c2ccc(-c3cccc(F)c3)cc2)[C@H](CO)N1C(=O)NC1CCCC1	0.0	31
CO[C@@H]1CN(C)C(=O)c2cc(NC(=O)c3ccc4c(c3)OCO4)ccc2OC[C@H](C)N(CCC(F)(F)F)C[C@H]1C	0.0	-8
CO[C@@H]1CN(C)C(=O)c2ccc(NC(=O)Nc3ccccc3)cc2OC[C@@H](C)N(C(=O)CC2CC2)C[C@H]1C	0.0	-13
CN1C(=O)c2cc(NS(=O)(=O)c3cccc(F)c3)ccc2OC[C@@H]2O[C@H](CC(=O)NCCN3CCCCC3)CC[C@@H]21	0.0	-37
C[C@H]1CN([C@@H](C)CO)C(=O)CCCn2nncc2CO[C@@H]1CN(C)S(=O)(=O)c1ccccc1C#N	0.0	26
CN(C)C(=O)C[C@@H]1CC[C@@H]2[C@H](COC[C@H](O)CN2C(=O)C2CCOCC2)O1	0.0	-6
CO[C@@H](CN(C)S(=O)(=O)c1ccc(C)cc1)[C@@H](C)CN([C@H](C)CO)S(=O)(=O)c1cccc(Cl)c1	0.0	75*
C/C=C/c1ccccc1[C@H]1[C@@H](C#N)N(C(=O)CN2CCOCC2)[C@@H]1CO	0.0	-2
O=C(N[C@H]1C=C[C@H](CC(=O)N2CCC(Cc3ccccc3)CC2)O[C@H]1CO)c1cnccn1	0.0	-31
CCNC[C@@H]1[C@H](c2ccccc2)[C@H](CO)N1C(=O)Cc1ccccn1	0.0	-18
C[C@@H]1CN([C@H](C)CO)C(=O)c2cc(NS(=O)(=O)c3ccc(F)cc3)ccc2O[C@@H]1CN(C)C(=O)Nc1ccccc1	0.0	5
CO[C@@H]1CN(C)C(=O)c2ccc(NC(=O)C3CC3)cc2OC[C@@H](C)N(C(C)=O)C[C@@H]1C	0.0	-2
N#Cc1ccc(-c2ccc([C@@H]3[C@H]4CNC[C@@H]3N4Cc3ccc4c(c3)OCO4)cc2)cc1	0.4	-6
CO[C@H]1CN(C)C(=O)c2ccc(NS(=O)(=O)c3ccc(C)cc3)cc2OC[C@H](C)N(C)C[C@@H]1C	0.0	-16
O=C(NCc1cc(F)cc(F)c1)[C@H]1[C@H](CO)[C@H]2Cn3c(cccc3=O)[C@@H]1N2	0.0	-5
COc1ccc(S(=O)(=O)N(C)C[C@@H]2Oc3ccc(N(C)C)cc3CC(=O)N([C@@H](C)CO)C[C@H]2C)cc1	0.0	-17
C[C@H](CO)N1C[C@H](C)[C@@H](CN(C)C(=O)Nc2ccc(C(F)(F)F)cc2)OCCCC[C@H](C)Oc2ccc(NS(=O)(=O)c3cn(C)cn3)cc2C1=O	0.0	1
CCCNC(=O)N1[C@@H](CO)[C@@H]2c3ccccc3N(C(=O)Nc3cccc(Cl)c3)C[C@@H]21	0.0	12
CO[C@@H]1CN(C)C(=O)c2ccc(NC(=O)c3nc4ccccc4s3)cc2OC[C@H](C)N(Cc2cccnc2)C[C@H]1C	0.0	-26
COc1ccc(CN(C)C[C@H]2OCCCC[C@H](C)Oc3ccc(NC(=O)C4CCCCC4)cc3C(=O)N([C@H](C)CO)C[C@H]2C)cc1	0.0	-12
O=S(=O)(NC[C@@H]1[C@@H](c2ccccc2)[C@H](CO)N1CC1CC1)c1ccccc1	0.0	-33
CN(C)CC(=O)N1[C@@H](CO)[C@@H]2c3ccccc3N(C(=O)Cc3ccccc3)C[C@@H]21	0.0	-27
CCCNC(=O)N1CC2(C1)CN(C(=O)Nc1ccc(F)cc1)[C@@H](CO)c1[nH]c3cc(OC)ccc3c12	0.0	16
O=C(Cc1cccnc1)N1CC(=O)N2[C@H](CO)[C@@H](c3ccc(/C=C/c4ccccc4)cc3)[C@@H]2C1	0.0	-13
C/C=C/c1ccc([C@@H]2[C@@H](CO)N3C(=O)CN(S(=O)(=O)c4ccccc4)C[C@@H]23)cc1	0.0	-21
CCCNC(=O)N1CC(=O)N2[C@H](C1)[C@H](c1ccc(-c3ccc(F)cc3)cc1)[C@@H]2CO	0.0	-38
CO[C@H](CN(C)C(=O)c1cnccn1)[C@H](C)CN([C@H](C)CO)S(=O)(=O)c1ccccc1	0.0	-14
CO[C@@H](C(=O)N(C)C[C@H]1OCc2ccccc2-c2ccccc2C(=O)N([C@H](C)CO)C[C@H]1C)c1ccccc1	0.0	8
Cc1ccc(S(=O)(=O)N[C@@H]2C=C[C@H](CC(=O)NCc3ccc(Cl)c(Cl)c3)O[C@H]2CO)cc1	0.0	4
CO[C@H]1CN(C)C(=O)c2cc(NC(=O)NC(C)C)ccc2OC[C@H](C)N(C(=O)CN(C)C)C[C@H]1C	0.0	15
O=C(C[C@H]1C[C@@H]2c3cc(NC(=O)CC4CC4)ccc3O[C@@H]2[C@H](CO)O1)NCC1CC1	0.0	-53
C/C=C/c1ccc([C@@H]2[C@H](C#N)N(C(=O)NC3CCCCC3)[C@H]2CO)cc1	0.0	27
Cc1ccccc1-c1ccc(C2[C@@H]3CN(C(=O)c4ccc(F)cc4)C[C@H]2N3)cc1 (some centres undefined)	0.0&0.0	2&-41
N#C[C@@H]1[C@@H](c2ccc(C3=CCCCC3)cc2)[C@H](CO)N1C(=O)CN1CCOCC1	0.0	-9
O=C(NC[C@H]1N[C@H](CO)[C@@H]1c1ccccc1)c1ccccc1F	0.0	13
CO[C@@H]1CN(C)C(=O)c2cc(NC(=O)NC3CCCCC3)ccc2OC[C@@H](C)N(CC2CCOCC2)C[C@H]1C	0.0	?
COc1cccc(NC(=O)N2CC3(C2)[C@@H](c2ccccc2)[C@@H](CO)N3C(C)=O)c1	/	9
Cc1ccccc1-c1ccc([C@@H]2[C@H]3CN(C(=O)c4ccncc4)CC(=O)N3[C@H]2CO)cc1	0.0	14
O=C(C[C@@H]1CC[C@H]2[C@@H](COC[C@@H](O)CN2C(=O)c2cnccn2)O1)N1CCN(c2ccccc2)CC1	0.0	0
CN1c2ccc(-c3cccc(C#N)c3)cc2[C@H]2[C@H](CCN2C(=O)CN2CCOCC2)[C@H]1CO	0.0	2
Cc1noc(C)c1S(=O)(=O)Nc1ccc2c(c1)C(=O)N([C@H](C)CO)C[C@@H](C)[C@H](CN(C)Cc1ccc(C(=O)O)cc1)OCCCC[C@@H](C)O2	0.0	-18

A portion of the library (hit frequency here may not be typical).
